# MITF inh: MITF inhibitors, primary screen, biochemical, AlphaScreen, human; inhibition, % at 2.6 µM; Microphthalmia-associated transcription factor (Homo sapiens), O75030; AID 1259374, 2018; 0.91% of 650,000 active; AlphaScreen MITF homodimerization, bead proximity signal; in the data active = inhibition above about 50%;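 note: 0% = vehicle wells with protein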
# Target sequence (O75030 whole entry, looked up): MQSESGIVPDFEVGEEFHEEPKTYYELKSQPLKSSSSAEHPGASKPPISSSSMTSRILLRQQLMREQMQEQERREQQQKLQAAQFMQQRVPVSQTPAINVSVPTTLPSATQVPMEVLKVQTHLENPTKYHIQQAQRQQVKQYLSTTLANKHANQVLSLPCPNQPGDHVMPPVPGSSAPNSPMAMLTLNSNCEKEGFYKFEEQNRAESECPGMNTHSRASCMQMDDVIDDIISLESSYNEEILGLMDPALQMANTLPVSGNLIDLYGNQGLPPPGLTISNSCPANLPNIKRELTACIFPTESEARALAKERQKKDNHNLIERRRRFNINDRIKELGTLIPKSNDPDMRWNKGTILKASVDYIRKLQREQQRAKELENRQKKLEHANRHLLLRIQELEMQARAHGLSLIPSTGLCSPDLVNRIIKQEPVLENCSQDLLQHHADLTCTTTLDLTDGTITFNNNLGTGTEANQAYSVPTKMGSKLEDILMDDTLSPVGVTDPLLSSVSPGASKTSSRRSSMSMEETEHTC
# GPR151 activ: activators of human GPR151, primary screen, cell-based, PathHunter beta-arrestin, luminescence | PathHunter beta-arrestin GPR151 cells | activation, % at 11.2 µM | 1% of 650,000 active | AID 1508602, 2020 | G-protein coupled receptor 151 (Homo sapiens), Q8TDV0; in the data active = activation above about 4.9%;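 note: 0% = median of compound wells and 100% = cells with positive control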
# Target sequence (Q8TDV0 whole entry, looked up): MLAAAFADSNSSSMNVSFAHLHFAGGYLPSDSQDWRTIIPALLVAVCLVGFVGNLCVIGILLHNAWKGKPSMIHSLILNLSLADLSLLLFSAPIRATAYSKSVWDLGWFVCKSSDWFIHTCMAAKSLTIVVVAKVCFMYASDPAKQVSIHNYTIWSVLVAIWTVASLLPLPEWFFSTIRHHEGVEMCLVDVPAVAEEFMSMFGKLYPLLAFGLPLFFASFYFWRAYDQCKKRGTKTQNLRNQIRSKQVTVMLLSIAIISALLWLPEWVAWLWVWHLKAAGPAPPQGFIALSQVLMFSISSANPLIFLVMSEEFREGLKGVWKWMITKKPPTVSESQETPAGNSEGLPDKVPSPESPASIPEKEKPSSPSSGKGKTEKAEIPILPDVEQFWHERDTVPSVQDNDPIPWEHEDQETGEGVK
# TEAD-YAP block: TEAD-YAP interaction inhibition, primary screen, TEAD-YAP interaction inhibitor project, luminescence, HEK-TIYL cells; 1.4% of 640,000 active; inhibition, % at 9.12 µM; TEAD-Gal4/YAP UAS-luciferase luminescence; in the data active = inhibition above about 32%;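 note: 0% = median of test compound wells and 100% = reference inhibitor wells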
# FBW7 activator: FBW7 E3 ligase activators, primary screen, biochemical, AlphaScreen, human; F-box/WD repeat-containing protein 7 (Homo sapiens), Q969H0; AlphaScreen FBW7–phospho-cyclin E peptide binding, activator screen; normalized activity (activation), % at 26.1 µM; 0.13% of 650,000 active; AID 1259310, 2017; in the data active = normalized activity above about 1.9%;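 note: purified mutant Fbw7 with reduced substrate affinity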
# The depositor's hits bear a star.
# Sample of the layout:
SMILES,MITF inh,GPR151 activ,TEAD-YAP block,FBW7 activator
COc1ccc(N2CCN(S(=O)(=O)c3ccc(OC)c([N+](=O)[O-])c3)CC2)cc1,18,4.2,13,0.1
COc1cc2c(=O)nc3n(c2cc1OC)CC(O)=C3c1nc2ccccc2[nH]1,8,0.1,3,0.0
CC(C)CC(NC(=O)C(CCCN=C(N)N)NC(=O)C(CCC(N)=O)NC(=O)OCc1ccccc1)C(=O)NCC(=O)O (centres undefined),5,-0.4,-1,0.0

# The whole of this part, repeating the preview:
SMILES,MITF inh,GPR151 activ,TEAD-YAP block,FBW7 activator
COc1ccc(N2CCN(S(=O)(=O)c3ccc(OC)c([N+](=O)[O-])c3)CC2)cc1,18,4.2,13,0.1
COc1cc2c(=O)nc3n(c2cc1OC)CC(O)=C3c1nc2ccccc2[nH]1,8,0.1,3,0.0
CC(C)CC(NC(=O)C(CCCN=C(N)N)NC(=O)C(CCC(N)=O)NC(=O)OCc1ccccc1)C(=O)NCC(=O)O (centres undefined),5,-0.4,-1,0.0
COc1cc(/C=C2/C(=O)N(c3ccccc3)N=C2C)ccc1OC(=O)c1cccs1,0,1.6,-5,-1.1
C=CCNC(=O)C1CCCCC1C(=O)O (centres undefined),-5,-0.8,-17,-0.2
COc1ccc(N(CC(=O)N2CCc3ccccc3C2)S(C)(=O)=O)c(OC)c1,1,0.7,10,-0.1
NC(=O)c1ccsc1NC(=O)COC(=O)c1c(F)cccc1F,-3,-1.6,3,-0.2
O=C(Cn1nnc2ccccc21)N/N=C\c1c(Cl)cccc1Cl,1,-0.6,0,-0.1
CSc1ccc([C@@H]2[C@@H](C(=O)C34CC5CC(CC(C5)C3)C4)N3c4ccccc4C=C[C@@H]3C2(C#N)C#N)cc1,8,-0.8,-8,0.1
Cc1cccc(CSC2=NCCN2C(=O)c2ccco2)c1,-2,-0.7,0,1.1
CCCNc1ccnc(-c2cccs2)n1,22,-2.5,-31,0.1
CCc1cc2cc(C(=O)N3CCN(Cc4ccccc4)CC3)sc2s1,12,3.7,-5,-0.1
O=C1CCC/C1=C/Nc1ccc(Cl)cc1,-15,0.1,-31,-0.1
O=C(OCC(=O)c1c[nH]c2ccccc12)c1cccc(Br)c1,21,-2.0,-1,0.1
CCC(CO)NCc1cccc([N+](=O)[O-])c1 (centres undefined),-4,3.3,-31,0.3
COc1ccc(OC)c(Cc2nnc(CCC(=O)N3CCCCC3c3ccccn3)o2)c1 (centres undefined),6,0.0,-21,0.0
COc1ccc(S(=O)(=O)N2CCN(Cc3ccccc3)CC2)cc1,6,0.1,0,0.2
CCOc1cc(/C=C2/C(=O)ON=C2C)ccc1OCc1ccccc1,36,-0.4,17,0.1
COc1cc(/C=C2\C(=O)NN(c3ccccc3)C2=O)cc(OC)c1OC,-2,0.4,3,-0.1
CC1CCN(C(=O)Cn2c(SCC(=O)NC(C)C)nc3ccccc32)CC1,-9,-0.1,0,0.0
Cc1ccc(C)c(N2C(=O)CC3CS(=O)(=O)CC32)c1 (centres undefined),6,-0.5,5,0.3
O=C(NCCc1ccc(F)cc1)c1ccc([N+](=O)[O-])cc1,14,0.2,-62,0.1
COc1ccc(Cn2c(=O)c3cccnc3n(CC(=O)Nc3ccc(C)cc3C)c2=O)cc1,4,3.2,14,-0.1
FC(F)(F)c1ccc(Cn2cnc3c(NCCN4CCOCC4)nc(-c4cccs4)nc32)cc1,11,2.1,4,0.0
COc1ccc(-n2c(C)nc3ccc(NC(=O)Nc4cc(F)ccc4F)cc3c2=O)cc1,13,-1.2,-6,0.6
# Continued.
SMILES,MITF inh,GPR151 activ,TEAD-YAP block,FBW7 activator
CC(=O)c1c(C)[nH]c(C(=O)CSc2nnnn2-c2ccccc2)c1C,-7,-1.5,-4,-0.1
Cc1ccc(C)c(NC(=O)CSc2nnc3[nH]c(=O)c(C)c(C)n23)c1,12,-1.3,1,0.9
COc1ccc(CC(=O)Nc2nnc(SCC(=O)Nc3cc(C)ccc3C)s2)cc1,-4,-1.7,7,0.5
Cc1cc(Br)ccc1S(=O)(=O)N1CCCCC1,8,-0.1,-5,0.2
COc1cccc(OCc2nc(-c3ccc([N+](=O)[O-])cc3)no2)c1,4,-0.9,3,-0.3
CC1=C(C(=O)OC2CCCCC2)C(c2ccc(C)o2)C2=C(CCCC2=O)N1 (centres undefined),5,0.8,3,-0.1
CC(=O)c1c(C(C)=O)c(C)n(Cc2ccc(Cl)cc2)c1C,1,-0.8,12,0.6
O=C(COC(=O)c1cc(=O)c2ccccc2o1)NC1CC1,3,-0.4,0,-0.3
COc1cc(Br)c(C2C(C(=O)OC(C)C)=C(C)NC3=C2C(=O)CCC3)cc1OC (centres undefined),-12,-2.1,2,0.1
Cc1[nH]c(=O)[nH]c(=O)c1S(=O)(=O)N(C)c1ccc(Br)cc1,16,2.0,-1,0.3
CN(C)c1ccc(C2C=C(C(C)(C)C)Nc3nnnn32)cc1[N+](=O)[O-] (centres undefined),17,4.1,-27,0.3
Cc1ccc(N)c(OCCOc2ccc(OCc3ccccc3)cc2N)c1,-9,0.8,-43,0.0
Cc1c(C)n2c3c(=O)n(CCC(C)C)c(=O)n(C)c3nc2n1-c1ccccc1,15,-0.2,6,-0.1
Cc1ccn2cc(CCNS(=O)(=O)c3cc(C)c(C)cc3C)nc2c1,-5,0.0,-3,0.2
O=[N+]([O-])c1ccc(N2CCN(S(=O)(=O)c3ccccc3)CC2)cc1N1CCN(Cc2ccccc2)CC1,2,-0.6,0,0.1
CCOC(=O)c1c(CC(C)C)csc1/N=C/C1C(=O)CC(C)(C)CC1=O,2,-0.9,0,0.1
CCOC(=O)c1c(N)n(CCN(CC)CC)c2nc3ccccc3nc12,5,-0.8,-15,0.0
O=C(NCCc1nnc2n1CCN(Cc1ccccc1Cl)CC2)c1ccoc1,-7,1.7,4,0.0
COc1ccc(CSC(=N)N)cc1[N+](=O)[O-],4,0.2,17,0.1
Cc1ccc(SC2CC(=O)N(c3ccc([N+](=O)[O-])cc3)C2=O)cc1 (centres undefined),23,-0.6,-1,0.3
CNc1c(NC(=O)Cc2ccccc2)c(=O)oc2ccccc12,4,0.8,4,0.0
CC(=O)Nc1ccc(Nc2nccn3c(-c4ccc(C)cc4)cnc23)cc1,14,1.0,-2,0.1
CCN1CCN(CCOc2cc(C)ccc2C(C)C)CC1,52*,-1.7,-3,0.1
O=C(Cn1cnc([N+](=O)[O-])n1)C1CC1,5,-0.8,0,-0.1
O=C(CSc1nnnn1C1CCCCC1)NCc1ccco1,-5,-0.4,-9,0.0

# As entered above:
# CCOC(=O)c1c(N)n(CCN(CC)CC)c2nc3ccccc3nc12 | TEAD-YAP block = -15
# CC(=O)c1c(C(C)=O)c(C)n(Cc2ccc(Cl)cc2)c1C | TEAD-YAP block = 12

# Next part:
SMILES,MITF inh,GPR151 activ,TEAD-YAP block,FBW7 activator
O=C(NCc1cccs1)c1ccc2c(c1)N(Cc1ccccc1)C(=O)CS2=O (centres undefined),20,1.2,12,0.4
CCN(c1cccc(C)c1)S(=O)(=O)c1ccc(OC)c([N+](=O)[O-])c1,2,-0.3,6,0.1
O=C1CCC(CCC(=O)N2CCC(Oc3ccccc3F)CC2)(Cc2ccccc2)N1 (centres undefined),5,-0.9,-20,-0.2
Nc1ncc(Br)cc1S(=O)(=O)N1CCN(c2ccccc2)CC1,10,-0.5,5,0.2
Cc1ccc(/C=C/C(=O)OCC(=O)NCC(F)(F)F)o1,5,-0.7,-2,-0.1
Cc1ccccc1-c1nc2cc(Cl)ccc2o1,6,-1.3,-24,-0.1
Cc1cccc(OCC(=O)O/N=C(\N)c2ccccn2)c1,-7,-0.4,-72,-0.3
CN1CCN(Cc2cc(=O)oc3ccc(O)cc23)CC1,1,-0.9,7,-0.1
COCCN1Cc2cccc(C(=O)Nc3ccc(F)cc3)c2C1=O,0,-0.9,1,0.0
CSc1cccc2sc(N3CCN(C(=O)C4CCCC4)CC3)nc12,6,0.4,-13,-0.3
Cc1nc(SCC(=O)O)c(C#N)c(-c2ccco2)c1C(=O)N(C)C,6,-0.5,-4,0.0
Nc1ccc(S(=O)(=O)Nc2ccc(C(F)(F)F)cc2[N+](=O)[O-])cc1,16,-0.7,2,0.4
COc1cc([N+](=O)[O-])ccc1N=CC1=C(O)CC(c2ccccc2)CC1=O (centres undefined),-4,1.2,5,0.1
O=[N+]([O-])c1ccc(NS(=O)(=O)c2cccnc2)cc1,12,-0.4,-23,0.7
COc1ccc(N2CCN(c3ncnc4sc(C(=O)N5CCC(Cc6ccccc6)CC5)c(C)c34)CC2)cc1,2,-0.2,2,0.0
CC(CN1CCCCC1)OC(=O)c1ccccc1I (centres undefined),0,2.8,6,0.0
c1cc2c(cc1CNc1ccc3ncc(-c4ccc5c(c4)OCO5)n3n1)OCO2,-11,-0.5,3,0.2
CN1CCN(C(=O)CCCc2nnc3n(C)c(=O)c4sccc4n23)CC1,5,-0.5,-13,0.0
O=C(N/N=C/c1coc2ccccc2c1=O)c1ccncc1,18,-0.4,-1,0.1
O=C(NNc1ccccc1[N+](=O)[O-])c1ccc(Sc2ncn[nH]2)c([N+](=O)[O-])c1,5,-0.6,6,-0.4
O=[N+]([O-])/C(C=NC1CCCCC1)=C\NC1CCCCC1,0,-0.5,6,-0.1
Cc1c(C(=O)Nc2ccc(-c3nc4cc(Cl)ccc4o3)cc2)oc2ccccc12,3,-0.7,-1,0.1
O=C(Nc1c2c(nn1-c1cccc(Cl)c1)CS(=O)C2)c1ccccc1F (centres undefined),8,1.1,5,0.0
Cc1cccc(NC(=O)CN(c2ccccc2F)S(C)(=O)=O)c1C,11,-0.5,-2,0.3
O=C(COc1ccc(Cl)cc1)Nc1ccccc1,8,-1.1,-54,0.4

# In another format: entries from further up
canonical_smiles | MITF inh | GPR151 activ | TEAD-YAP block | FBW7 activator
COc1ccc(N2CCN(c3ncnc4sc(C(=O)N5CCC(Cc6ccccc6)CC5)c(C)c34)CC2)cc1 | 2 | -0.2 | 2 | 0.0
CC(CN1CCCCC1)OC(=O)c1ccccc1I (centres undefined) | 0 | 2.8 | 6 | 0.0

# Just MITF inh, TEAD-YAP block and GPR151 activ (2 entries from above):
SMILES	MITF inh	TEAD-YAP block	GPR151 activ
Cc1ccc(C)c(N2C(=O)CC3CS(=O)(=O)CC32)c1 (centres undefined)	6	5	-0.5
CC(CN1CCCCC1)OC(=O)c1ccccc1I (centres undefined)	0	6	2.8

# Next section:
SMILES,MITF inh,GPR151 activ,TEAD-YAP block,FBW7 activator
COC(=O)Cc1ccc(N(Cc2ccccc2F)S(=O)(=O)c2c(C)c(C)cc(C)c2C)cc1,-9,-0.6,4,-0.1
CC(C)c1ccccc1NC(=O)COC(=O)c1ccc(N)cc1,-7,3.6,-5,-0.2
Cc1sc(NC(=O)c2ccc(Cl)s2)c(C(N)=O)c1-c1ccc(F)cc1,8,0.7,36*,0.1
COc1cccc(NC(=O)Nc2cccn(Cc3ccccc3Cl)c2=O)c1,12,0.5,0,0.6
Cc1ccc2nc(NC(=O)Cn3ncc4ccccc43)sc2c1,-2,0.4,-5,-0.1
Clc1ccccc1CNc1nc2ccccc2c2nc(-c3ccncc3)nn12,-6,-0.1,-21,-0.2
Cc1cc(C)nc(SCc2cc(=O)c(OC(=O)c3cccc(C(F)(F)F)c3)co2)n1,19,0.4,-16,0.0
COc1cc(-c2cn[nH]c2)ccc1C(=O)NCC(OC)c1cccs1 (centres undefined),10,-5.0,-12,0.1
CCOC(=O)c1c(C)c(C(=O)NCCCN(C)C)c(C)n1CC,4,0.9,8,0.3
Cc1ccc(CN(CC(=O)N2CCCCC2)S(=O)(=O)c2ccc(Cl)cc2)cc1,8,-2.1,-1,0.3
CC(C)CC(=O)NC(N1CCCC1)C(Cl)(Cl)Cl (centres undefined),-6,0.2,-6,0.0
CC(=O)Oc1ccc(/C=c2\sc3nc(=O)c(C)nn3c2=O)cc1,-1,0.9,8,-0.2
CN(Cc1cccc(OCCN2CCN(C(=O)C3CCCO3)CC2)c1)Cc1ncc[nH]1 (centres undefined),-9,-1.0,5,0.2
CCS(=O)(=O)Nc1ccc(C2=NN(C(=O)c3ccco3)C(c3ccccc3F)C2)cc1 (centres undefined),-1,-2.0,-1,-0.1
COC(=O)CCCCCNC(=S)/C(C#N)=C1/Nc2ccccc2S1,16,2.3,0,-0.2
NCCCC[C@@H]1NC(=O)[C@H]2CN(Cc3cnn(-c4cccc(F)c4)c3)CCN2C1=O,18,0.0,5,-0.1
CCOc1cc(C(NC(=O)C(C)(C)C)NC(=O)C(C)(C)C)ccc1OC,-9,-0.6,-1,0.0
O=C(CCCOc1ccc(Cl)cc1Cl)N1CCN(c2ccc(F)cc2)CC1,24,3.6,11,0.3
